ATXN2 expr inh: ATXN2 expression inhibition | HEK-293 ATXN2-luciferase reporter, luminescence, 24 h | Potency, µM (highest dose often 57 µM), for the others: at the top dose activity change, negative = inhibition, hits mostly inhibitors | actives 0.72% (n = 360,000) | AID 1745845; note: potency is the fitted concentration of half-maximal effect; % is set by controls: 0 for no effect and ±100 for the full control effect; nearly all actives have a fitted effect of over 55% in size
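qHTS (up to 57 uM final) was run with 24 h compound exposure of reporter cells at 37 °C. Each well was multiplexed: SteadyGlo luminescence measured ATXN2-luciferase expression after a fluorogenic Gly-Phe-AFC viability readout (25 uM final).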
Nrf2 block: inhibitors of Nrf2 signaling; Potency, µM (series often up to 46 µM), inactives show at the top dose activity change, negative = inhibition, hits mostly inhibitors; actives 2.1% (n = 360,000); A549 ARE-Fluc reporter, luciferase luminescence, 18-24 h; note: potency is the fitted concentration of half-maximal effect; % is set by controls: 0 for no effect and ±100 for the full control effect; nearly all actives have a fitted effect of over 60% in size
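Nrf2 activity is the BugLite luminescence, read 15 min after reagent at room temperature, following CellTiter-Fluor cytotoxicity readout (30 min, 37C). Compound titrations were applied for 18-24 h to 5000 A549 ARE_Fluc cells/well in 5% FBS OPTI-MEM.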
A549 viability: counter-screen for Nrf2 inhibitors: cytotoxicity in A549 cells | A549 ARE-Fluc cells, CellTiter-Fluor viability, 18-24 h | Potency, µM (top dose mostly 46 µM), for inactives: at the highest dose activity change, negative = cytotoxicity, hits mostly inhibitors | actives 0.16% (n = 390,000); note: potency is the fitted concentration of half-maximal effect; % is set by controls: 0 for no effect and ±100 for the full control effect
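Cytotoxicity counterscreen: CellTiter-Fluor fluorescence was measured in A549 ARE_Fluc cells after 18-24 h of compound exposure in a concentration series. The subsequent BugLite luminescent read reports ARE-luciferase activity.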
ATXN viability: viability counter-screen for ATXN expression inhibitors; Potency, µM (series often up to 56.7 µM), most hits filed as cytotoxic; actives 0.49% (n = 400,000); AID 651635; S2 cells (HEK-293 line with an ATXN2-luciferase reporter) viability, CellTiter-Fluor protease fluorescence, 24 h; note: potency is the fitted concentration of half-maximal effect; nearly all actives have a fitted effect of over 40% in size
Nrf2 activator: activates Nrf2 signaling | Potency, µM (titrated, usually from 46.1 µM), for inactives: at the top dose activation, usual class: activators | AREc32 ARE-luciferase reporter (MCF7-derived line), luminescence, 24 h | actives 0.31% (n = 410,000) | AID 624171; note: potency is the fitted concentration of half-maximal effect; % of control where 0% means no effect; nearly all actives have a fitted effect of over 65% in size
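Cells of the AREc32 ARE-luciferase line are plated in OPTI-MEM containing 5% FBS and left overnight at 37 deg C. Compounds are pinned in, incubation continues 24 hr, and firefly luciferase signal is then measured.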
TGFb SMAD3 inh: TGF-b pathway inhibition. AID 588855. actives 1.2% (n = 410,000). HepG2 CAGA-GFP TGF-b/SMAD3 reporter, GFP fluorescence, 18 h; TGF-beta stimulated, 500 pg/mL final. Potency, µM (titrated, usually from 46.1 µM), inactives show at the top dose activity, negative = inhibition, most hits filed as inhibitors; note: potency is the fitted concentration of half-maximal effect; % is set by controls: 0 for no effect and ±100 for the full control effect; nearly all actives have a fitted effect of over 65% in size
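Inhibition of TGF-beta-driven CAGA-GFP reporter expression in HEPG2 cells is measured by cellular GFP fluorescence after 18 h stimulation with 500 pg/mL recombinant TGF-beta in 1% FBS medium at 37 degrees C.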
IL-1B inflam inh: inflammasome signaling inhibition, IL-1 beta readout; actives 4.7% (n = 360,000); activity change, % at 57.5 µM; AID 743279; THP-1 LPS/ATP IL-1B secretion, AlphaLISA, 16 h; active compounds read low; in the data active = activity change below about -50%; inconclusive = mostly about -30% to -49%; note: % is set by controls: 0 for no effect and ±100 for the full control effect
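THP-1 cells pretreated 1 hr with compounds (up to 57.5 uM final), then stimulated with LPS (250 ng/mL final) plus ATP (1.25 mM final); secreted IL-1B measured by AlphaLISA after 16 hr, decreased signal indicating inhibition.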
HepG2 viability: counter-screen for TGF-b inhibitors: cytotoxicity in HepG2 cells. HepG2 CAGA-GFP viability, ATP luminescence, 18 h. actives 0.76% (n = 410,000). Potency, µM (highest dose often 46.1 µM), for the others: at the highest dose activity change, negative = cytotoxicity, usual class: cytotoxic; note: potency is the fitted concentration of half-maximal effect; some results filed as inactive show a strong effect at the top dose
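CellTiter-Glo luminescence gave cytotoxicity after 18 hours at 37 degrees C. The cells were HepG2 CAGA-GFP in 1% FBS DMEM, stimulated with 500 pg/mL TGF-beta after compound addition. %Activity was normalised to no-cell wells (complete cell-killing) and DMSO (no toxicity), and curves were fitted and classified.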
MCF10A rerep: inducers of DNA re-replication in MCF 10A breast cells; Potency, µM (titrated, usually from 46.1 µM), without a hit: at the top dose activity, positive = re-replication, usual class: activators; MCF 10A DNA re-replication, Hoechst nuclear intensity, 48 h; actives 2.9% (n = 350,000); note: potency is the fitted concentration of half-maximal effect; % of control where 0% means no effect; nearly all actives have a fitted effect of over 50% in size
* hit, by the source's call; i = inactive; ? = inconclusive; . = no result given; [ ] = remark or other dose. Unless noted, calls come from the whole dose curve; as a rule, active = well fitted curve in the direction sought with a large enough effect; inconclusive = small, poorly fitted or top-dose-only effect, or another doubt; inactive = no such curve, though single readings can be large; an effect the other way counts as inactive or inconclusive. Hits appear at their usual frequency. Share with any hit: about 8.8%.

No.	compound	ATXN2 expr inh	Nrf2 block	A549 viability	ATXN viability	Nrf2 activator
1	CCCNC(=O)CC(NS(=O)(=O)c1ccc(NC(C)=O)cc1)C(C)C (stereo not given)	-13%	8%	-6%	i	-0.7%
2	O=C(CCNC(=O)c1ccc([N+](=O)[O-])cc1)Nc1ccccc1N1CCOCC1	-12%	19%	-1%	i	-0.2%
3	COc1ccc(/C(O)=C2/C(=O)C(=O)N(CCCN3CCOCC3)C2c2ccc(N(C)C)cc2)cc1 (stereo not given)	.	-21%	-1%	i	-0.8%
4	COc1ccc(C(=O)C[n+]2cc(Br)cc3ccccc32)cc1[N+](=O)[O-]	.	-10%	-5%	?	6.5%
5	CCOc1ccc2nc(N3CCN(C(=O)c4ccco4)CC3)sc2c1	.	.	-6%	.	4.6%
6	Cc1ccc(NC(c2ccccc2)c2nc3ccccc3[nH]c2=O)cc1 (stereo not given)	.	-22%	-8%	i	0.0%
7	COc1cc(/C=N\NC(=O)c2cccnc2)ccc1OC(=O)c1ccccc1Cl	4%	15µM*	-5%	?	3.2%
8	COc1ccc(C(=O)N2c3nc(-c4ccco4)nn3C3(CCCCC3)[C@@H]3CCCC[C@@H]32)cc1OC	.	7%	-7%	.	5.8%
9	COc1ccc(CCNC(=O)C23CCC(C)(C(=O)C2=O)C3(C)C)cc1OC (stereo not given)	9%	-7%	1%	i	-0.5%
10	CC(C)c1ccccc1-n1cc[nH]c1=S	1%	5%	4%	i	0.3%
11	COc1ccccc1N1CCN(/N=C/c2cccc(OC)c2O)CC1	.	21%	7%	i	2.6%
12	Cn1cc(/C=N/n2cnc3sc4c(c3c2=O)CCCC4)c2ccccc21	-14%	?	?	?	-0.8%

No.	TGFb SMAD3 inh	IL-1B inflam inh	HepG2 viability	MCF10A rerep
1	0%	13	9%	0%
2	8%	6	13%	?
3	-4%	8	0%	2%
4	3%	13	-16%	0%
5	-1%	.	-23%	.
6	?	-18	-30%	18%
7	1%	4	5%	0%
8	-36%	.	0%	.
9	0%	-3	-6%	-18%
10	-18%	7	-6%	1%
11	3%	0	4%	-1%
12	-15%	13	4%	?

A few values from the results shown.
#8 @ A549 viability = -7%
#6 @ HepG2 viability = -30%
#3 @ HepG2 viability = 0%

Full records as entered above. Values in the order: ATXN2 expr inh | Nrf2 block | A549 viability | ATXN viability | Nrf2 activator | TGFb SMAD3 inh | IL-1B inflam inh | HepG2 viability | MCF10A rerep
Cc1ccc(NC(c2ccccc2)c2nc3ccccc3[nH]c2=O)cc1 (stereo not given) is entered as . | -22% | -8% | i | 0.0% | ? | -18 | -30% | 18%
CC(C)c1ccccc1-n1cc[nH]c1=S is entered as 1% | 5% | 4% | i | 0.3% | -18% | 7 | -6% | 1%
Cn1cc(/C=N/n2cnc3sc4c(c3c2=O)CCCC4)c2ccccc21 is entered as -14% | ? | ? | ? | -0.8% | -15% | 13 | 4% | ?
CCCNC(=O)CC(NS(=O)(=O)c1ccc(NC(C)=O)cc1)C(C)C (stereo not given) is entered as -13% | 8% | -6% | i | -0.7% | 0% | 13 | 9% | 0%
COc1cc(/C=N\NC(=O)c2cccnc2)ccc1OC(=O)c1ccccc1Cl is entered as 4% | 15µM* | -5% | ? | 3.2% | 1% | 4 | 5% | 0%

(further entries)
No.	compound	ATXN2 expr inh	Nrf2 block	A549 viability	ATXN viability	Nrf2 activator
13	Clc1cccc(CN2CCCCCC2)c1	.	-3%	-5%	i	-1.2%
14	CC(=O)CCc1ccc(OCCCCn2cncn2)cc1	1%	5%	-5%	i	0.4%
15	Cc1nc(NC(=O)C2CCCCC2)sc1C	64%[activator]	?	-3%	i	2.3%
16	O=c1oc(-c2cccs2)nc2ccc(Cl)cc12	.	10%	-4%	i	0.2%
17	Cn1c(=O)[nH]c(=O)c2c1nc(SCC(O)CO)n2CCCc1ccccc1 (stereo not given)	10%	-10%	0%	i	3.3%
18	CCc1ccccc1NC(=O)C1CCCN(S(=O)(=O)c2ccc3c(c2)CC(C)N3C(C)=O)C1 (stereo not given)	-10%	-23%	2%	i	1.6%
19	Cc1nn(C)c(C)c1NC(=O)CC12CC3CC(CC(C3)C1)C2	.	-8%	2%	i	0.5%
20	NC(=O)c1ccc(NC(=O)CN2C(=O)NC(c3ccccc3)(c3ccccc3)C2=O)cc1	.	-3%	5%	i	0.5%
21	C#Cc1cccc(Nc2nc(NCc3ccccc3OC)nc3ccsc23)c1	20µM*	.	.	20µM*	-2.2%
22	OCCNCc1ccc(OCc2ccc(Cl)cc2Cl)cc1	?	5%	0%	?	0.0%
23	COC(=O)[C@H](Cc1ccccc1)NC(=O)O[C@H]1C(=O)c2ccc(OC)cc2O[C@@H]1c1ccc2c(c1)OCO2	8%	2%	-6%	i	-0.2%
24	CC(OC(=O)/C(C#N)=C/c1ccc(N(C)C)cc1)C(=O)N(C)c1ccccc1 (stereo not given)	19%	13%	-5%	i	3.2%

No.	TGFb SMAD3 inh	IL-1B inflam inh	HepG2 viability	MCF10A rerep
13	16%	3	7%	4%
14	11%	29	-4%	-12%
15	-1%	-9	1%	4%
16	10%	12	-2%	2%
17	3%	0	-4%	-7%
18	-18%	2	-41%	15%
19	1%	37	1%	10%
20	3%	-5	4%	2%
21	11µM*	-71*	-54%	.
22	?	-98*	22µM*	?
23	11%	37	5%	10%
24	0%	?	-18%	?

Some of these compounds in order of the Nrf2 activator value, ascending.
entry | molecule | Nrf2 activator
22 | OCCNCc1ccc(OCc2ccc(Cl)cc2Cl)cc1 | 0.0%
16 | O=c1oc(-c2cccs2)nc2ccc(Cl)cc12 | 0.2%
19 | Cc1nn(C)c(C)c1NC(=O)CC12CC3CC(CC(C3)C1)C2 | 0.5%

The list continues.
No.	compound	ATXN2 expr inh	Nrf2 block	A549 viability	ATXN viability	Nrf2 activator
25	COc1cccc(C(=O)N2CCN(C3CCN(Cc4ccccc4)CC3)CC2)c1OC	-26%	14%	1%	i	-0.9%
26	CCOC(=O)/C(=C/c1c2ccccc2cc2ccccc12)NC(=O)c1ccccc1	-5%	-25%	-11%	i	4.4%
27	COc1ccc2nc3oc(C(=O)Nc4ccc(OC)c(OC)c4)cc3cc2c1	0%	-19%	-6%	i	-0.5%
28	Fc1ccc(-c2nnc(N3CCOCC3)c3ccccc23)cc1F	-10%	-7%	2%	i	-0.7%
29	CCOc1ccc(C(=O)c2ccncc2)cc1	15%	-20%	-2%	i	0.4%
30	COc1ccc(Cl)cc1NS(=O)(=O)c1cc(Br)cnc1N	0%	1%	5%	i	-0.3%
31	Cc1ccccc1-c1nc(CS(=O)(=O)CC(=O)N2CCN(C)CC2)c(C)o1	-2%	-7%	2%	i	-2.2%
32	CCOc1cc(/C=C(\C#N)C(=O)Nc2cccc(C(=O)O)c2)ccc1OCc1ccc(Br)cc1	3%	3%	2%	i	3.9%
33	CCOC(=O)c1cc(-c2ccc(OC)cc2)n(CCC(=O)NCc2ccc(OC)cc2)c1C	.	.	-7%	.	5.7%
34	O=[N+]([O-])c1cccc(CSc2cccc[n+]2[O-])c1	.	-4%	-5%	i	0.4%
35	CCC(=O)Nc1cccc(NC(=O)CSc2nnnn2C2CCCC2)c1	10%	9%	3%	i	0.7%
36	CC(=O)Nc1ccc(S(=O)(=O)Nc2nc3nc(-c4ccccc4)cc(-c4ccccc4)n3n2)cc1	.	2%	21%	.	12%

No.	TGFb SMAD3 inh	IL-1B inflam inh	HepG2 viability	MCF10A rerep
25	-12%	-5	13%	-2%
26	-13%	?	-25%	0%
27	0%	-20	11%	10%
28	0%	-13	-38%	?
29	-12%	3	-18%	-2%
30	-9%	15	1%	14%
31	8%	1	2%	13%
32	10%	-3	-11%	8%
33	0%	.	-23%	.
34	?	6	-3%	-2%
35	1%	0	-12%	?
36	-16%	2	-14%	-8%

Shown as a hit in IL-1B inflam inh (from the list above):
# | compound | Nrf2 activator | TGFb SMAD3 inh | IL-1B inflam inh
21 | C#Cc1cccc(Nc2nc(NCc3ccccc3OC)nc3ccsc23)c1 | -2.2% | 11µM* | -71*
22 | OCCNCc1ccc(OCc2ccc(Cl)cc2Cl)cc1 | 0.0% | ? | -98*

Next structures
No.	compound	ATXN2 expr inh	Nrf2 block	A549 viability	ATXN viability	Nrf2 activator
37	Cc1[nH]c(=O)[nH]c(=O)c1S(=O)(=O)N1CCCC(C(=O)N2CCN(c3cccc(C(F)(F)F)c3)CC2)C1 (stereo not given)	2%	-5%	1%	?	-0.5%
38	O=C1CN(C(=O)CC2C(=O)NCCN2Cc2ccccc2C(F)(F)F)CCN1 (stereo not given)	1%	-7%	0%	i	0.3%
39	C/C(=N\NC(=O)COc1ccc(C#N)cc1)c1ccc(N2CCOCC2)cc1	3%	-7%	-2%	i	-0.3%
40	O=C(NCc1ccccc1Cl)c1cnccc1C(F)(F)F	2%	-6%	-3%	i	-0.2%
41	CC(=O)N(CCc1ccccc1)Cc1cc2cc(C)ccc2[nH]c1=O	-5%	5%	0%	i	0.6%

No.	TGFb SMAD3 inh	IL-1B inflam inh	HepG2 viability	MCF10A rerep
37	2%	23	10%	-3%
38	?	15	5%	0%
39	-14%	8	2%	-3%
40	1%	21	-4%	1%
41	-26%	0	-21%	4%
